Assay outcomes: PubChem BioAssay, National Center for Advancing Translational Sciences (NCATS)
Luciferase inh = inhibitors of firefly luciferase; P08659; purified firefly luciferase, luminescence, 8 min; Potency, µM (top dose mostly 57.1 µM), inactives show top-dose activity change, negative = inhibition, most hits filed as inhibitors; 72,000 tested, 2.2% active; AID 411; further: potency means the concentration at half of the fitted maximal effect; on the % scale 0 is the no-effect control and ±100 the full control effect; nearly all actives have a fitted effect of over 40% in size
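Luminescence read-out after 8 min at room temperature; enzyme reaction used luciferin plus 10 uM ATP (linear range) in imidazole buffer pH 7.2 with KCl, MgCl2, Tween 20 and BSA. Each sample was run as a titration.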
HADH2 inhib = inhibitors of human HADH2 dehydrogenase; Q99714; Potency, µM (titrated, usually from 57.1 µM), without a hit: top-dose activity change, negative = inhibition, actives largely listed as inhibitors; 73,000 tested, 3.4% active; recombinant HADH2, NADH fluorescence, beta-hydroxybutyryl-CoA; further: potency means the concentration at half of the fitted maximal effect; on the % scale 0 is the no-effect control and ±100 the full control effect; nearly all actives have a fitted effect of over 60% in size; many of its hits are not listed in these tables
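Buffer 100 mM Tris-HCl pH 9.0/0.01% Tween-20; HADH2 20 nM; NAD+ 1 mM; beta-hydroxybutyryl-CoA 90 uM (all final). 15 min cpd preincubation, RT.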
Rhodamine fluor = compound autofluorescence in rhodamine spectral region; 59,000 tested, 0.05% active; Rhodamine-region fluorescence, 547/598 nm, Tris buffer; stronger effect = higher value; max dye-equivalent concentration, M; AID 594; in the data active means max dye-equivalent concentration above about 11 nM; inconclusive means between about 1.1 nM and that limit
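Compounds in 100 mM Tris buffer, pH 8.0, were incubated 15 min at room temperature, then read at 547 nm excitation and 598 nm emission. Fluorescence was normalized against a per-plate six-point rhodamine standard curve as dye-equivalent concentration.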
HEK293 cAMP ctrl = parental HEK293 cAMP activation (counter-screen); 73,000 tested, 2.5% active; Potency, µM (top dose mostly 57.1 µM), inactives show top-dose activation, usual class: activators; parental HEK293 CNG cAMP sensor, membrane potential fluorescence; further: potency means the concentration at half of the fitted maximal effect; % of control where 0% means no effect; nearly all actives have a fitted effect of over 55% in size
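Parental HEK 293 cells stably expressing a cAMP-gated CNG channel were loaded with membrane potential dye containing 100 uM RO 20-1724 for 60 min. Compound added for 30 min; depolarization read as fluorescence intensity at 590 nm.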
USP2a inh = USP2a (human) protease inhibition; USP2a enzymatic assay, qHTS inhibition; 60,000 tested, 0.1% active; Potency, µM (titrated, usually from 38.3 µM), for the others: at the top dose activity change, negative = inhibition, most hits filed as inhibitors;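 further: potency means the concentration at half of the fitted maximal effect; nearly all actives have a fitted effect of over 60% in size; plate controls were DMSO for no effect and NEM full inhibition control for full effect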
Target sequence (O75604 whole entry, looked up): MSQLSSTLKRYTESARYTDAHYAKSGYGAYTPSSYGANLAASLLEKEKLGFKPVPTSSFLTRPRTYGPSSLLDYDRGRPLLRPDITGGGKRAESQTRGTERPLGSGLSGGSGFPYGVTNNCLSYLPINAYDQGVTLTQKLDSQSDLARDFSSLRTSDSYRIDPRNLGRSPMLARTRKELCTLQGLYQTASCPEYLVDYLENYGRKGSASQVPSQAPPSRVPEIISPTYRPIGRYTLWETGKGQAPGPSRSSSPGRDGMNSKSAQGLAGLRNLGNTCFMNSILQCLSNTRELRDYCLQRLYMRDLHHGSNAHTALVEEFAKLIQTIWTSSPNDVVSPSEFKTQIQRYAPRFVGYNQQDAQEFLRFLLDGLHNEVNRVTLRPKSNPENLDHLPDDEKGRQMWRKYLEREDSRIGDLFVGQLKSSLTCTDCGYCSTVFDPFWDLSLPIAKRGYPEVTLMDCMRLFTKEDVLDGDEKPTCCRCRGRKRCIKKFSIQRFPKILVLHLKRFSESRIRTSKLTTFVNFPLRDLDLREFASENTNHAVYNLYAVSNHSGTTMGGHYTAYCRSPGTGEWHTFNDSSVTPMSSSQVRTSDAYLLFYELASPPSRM
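20 nM USP2 core + cpd, 30 min RT; add 20 nM Ub-PLA2/20 uM NBD C6-HPC; read Ex460/Em535 at 0 h and 2.5 h. Normalized to NEM; qHTS curve fit/classification.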
Caspase-1 inhib = blocks human caspase-1 allosterically or competitively; P29466; Caspase-1 enzyme, Ac-WEHD-AFC fluorogenic rate; Potency, µM (titrated, usually from 57.5 µM), without a hit: top-dose activity change, negative = inhibition, hits mostly inhibitors; 75,000 tested, 0.03% active; AID 900;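 further: potency means the concentration at half of the fitted maximal effect; plate controls were vehicle for no effect and no substrate for full effect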
Fluorescein fluor = compound autofluorescence in fluorescein spectral region | Compound autofluorescence, 480/540 nm, fluorescein-equivalent; stronger effect = higher value | max fluorescein-equivalent concentration, M | 59,000 tested, 0.91% active; in the data active means max fluorescein-equivalent concentration above about 10 nM; inconclusive means between about 1.1 nM and that limit
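Values reflect compound autofluorescence, normalized to fluorescein on the same plate and reported at each tested concentration. Conditions: 100 mM Tris pH 8.0, room temperature, 15 min, excitation 480 nm, emission 540 nm.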
Texas Red fluor = compounds fluorescent in Texas Red spectral region; 59,000 tested, 0.06% active; Compound fluorescence, Texas Red channel, 547/618 nm; stronger effect = higher value; max dye-equivalent concentration, M; in the data active means max dye-equivalent concentration above about 10 nM; inconclusive means between about 1.1 nM and that limit
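Texas Red-region profiling: compounds in 100 mM Tris pH 8.0 were read at 547/618 nm after 15 min at room temperature. Intensities were normalized against a six-point Texas Red standard series to give dye-equivalent concentration.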
ERK AVP block = vasopressin-driven ERK pathway inhibition; Potency, µM (top dose mostly 57.5 µM), without a hit: top-dose activity, negative = inhibition, actives largely listed as inhibitors; 72,000 tested, 0.99% active; HEK293-V1b, vasopressin-stimulated pERK AlphaScreen; further: potency means the concentration at half of the fitted maximal effect; on the % scale 0 is the no-effect control and ±100 the full control effect; nearly all actives have a fitted effect of over 55% in size
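V1b-HEK293 cells; cpd 30 min 37C; 25 nM vasopressin 5 min; lyse 10 min; AlphaScreen beads 5 hr RT. Normalized to DMSO basal and 25 nM vasopressin; AC50 by Hill fit.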
Tau filament bind = tau filament binding | P10636 | recombinant tau filaments, thioflavin S fluorescence, 15 h; filaments grown with octadecylsulfate alongside compound | Potency, µM (titrated, usually from 57.1 µM), for inactives: top-dose activity change, negative = inhibition | 71,000 tested, 2% active | AID 596;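 further: potency means the concentration at half of the fitted maximal effect; on the % scale 0 is the no-effect control and ±100 the full control effect; actives lower thioflavin S fluorescence by blocking filaments or displacing dye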
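His-tagged recombinant human tau (exons 2, 3 and 10 included), 1 uM, was induced to fibrillize by 30 uM sodium octadecylsulfate with compound present. After 15 h at 37 C, thioflavine S fluorescence (ex 450, em 510 nm) was read.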
Casp7 inh = allosteric or competitive inhibitors of human caspase-7 | P55210 | recombinant caspase-7, Ac-DEVD-AFC fluorescence rate | Potency, µM (doses to about 57.5 µM), for the others: at the top dose activity change, negative = inhibition, most hits filed as inhibitors | 75,000 tested, 0.02% active | AID 889; active means well fitted inhibition curve with a large enough effect in the main read-out, with a control signal flat, not every such curve was filed as active; inconclusive means small, poorly fitted or top-dose-only effect, or a change in a side signal; further: potency means the concentration at half of the fitted maximal effect; % of control where 0% means no effect
Target sequence (P55210 24-198 limits assumed): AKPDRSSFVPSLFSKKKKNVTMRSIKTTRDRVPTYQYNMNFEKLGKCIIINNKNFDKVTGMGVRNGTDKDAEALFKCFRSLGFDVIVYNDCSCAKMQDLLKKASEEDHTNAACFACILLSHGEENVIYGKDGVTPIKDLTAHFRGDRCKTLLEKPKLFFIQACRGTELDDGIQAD
Target sequence (P55210 207-303 limits assumed): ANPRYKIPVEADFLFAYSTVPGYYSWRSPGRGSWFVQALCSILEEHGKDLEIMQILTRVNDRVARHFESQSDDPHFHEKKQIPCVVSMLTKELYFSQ
The depositor's hits bear a star; i = inactive; u = inconclusive; x = not tested or not shown; & = joins results of further samples; [ ] = dose if it differs, or a comment. Unless noted, the call rests on the fitted dose curve; in most records, active means well fitted curve in the direction sought with a large enough effect; inconclusive means small, poorly fitted or top-dose-only effect, or another doubt; inactive means no such curve, though single readings can be large; an effect the other way counts as inactive or inconclusive. Some of the compounds tested; the hit share may differ from the screen's.

mol,HEK293 cAMP ctrl,Rhodamine fluor,Luciferase inh,Tau filament bind,ERK AVP block,USP2a inh,Casp7 inh,Caspase-1 inhib,Fluorescein fluor,HADH2 inhib,Texas Red fluor
CCOc1cc2[nH]c(=O)n(CCCCC(=O)NC3CCCCCC3)c(=O)c2cc1OCC,0%,i,1%,0%,16%,9%,0%,0%,i,-7%,i
Cc1c(C(=O)NCc2ccc3c(c2)OCO3)oc2ccc(S(=O)(=O)N3CCC(C)CC3)cc12,8%,i,2%,194%,14%,51%[activator],0%,0%,i,10%,i
O=C(CCS(=O)(=O)c1cccc2nsnc12)N1CC(=O)N(CCc2ccccc2)C(=O)C1,4%,i,0%,-5%,-1%,29%,2%,-2%,u,-7%,i
NCCC[C@@](N)(C(=O)O)C(F)F,-5%,i,-1%,-4%,5%,0%,1%,0%,u,12%,i
COc1ccc(CNn2c(C)nc3ccccc3c2=O)cc1,18%,i,-2%,8%,20%,12%,0%,3%,i,-6%,u
CCOC(=O)CCCNC(=O)CCNC(=O)c1ccc(OC(C)C)cc1,20%,x,-1%,15%,-9%,2%,-1%,-2%,x,-1%,x
COc1ccc2cc(CN(Cc3ccco3)Cc3nnnn3C3CCCCC3)c(=O)[nH]c2c1,u,i,-11%,16%,-17%,24%,-20%,-4%,i,11%,i
CS(C)(=O)=NS(=O)(=O)c1ccc(Cl)cc1,3%,i,2%,-4%,-14%,-3%,-1%,0%,i,-2%,i
O=C1c2oc3ccccc3c(=O)c2C(c2cccnc2)N1Cc1ccco1 (configuration not stated),u,i,3.2µM*,78%,-28%,30%[activator],-3%,-3%,i,7%,i
COc1ccc(C)cc1NC(=O)CN1CCN(c2ccccc2F)CC1,16µM*,i,1%,7%,-20%,-20%,-1%,-3%,i,-3%,i
Cn1c(=O)[nH]c(=O)c2c1nc(Br)n2Cc1ccccc1F,-1%,i,-2%,2%,-14%,0%,-3%,2%,i,-7%,u
CN1CCN(c2nc(-c3cccnc3)nc3ccccc23)CC1,14%&22%,i,1%,22%&40%,-24%&-15%,1%&1%,0%&-3%,-1%&-2%,i,-11%&15%,i
CS(=O)(=O)N1CCC[C@@]2(CCN(c3ccccn3)C2)C1,2%,i,1%[11.4 µM],4%,-16%,6%,0%,-4%,i,-13%,i
COc1ccc(S(=O)(=O)N(C)CC(=O)N2CCCCC2)cc1Cl,3%,i,0%,2%,-11%,2%,-1%,2%,i,9%,i
Cc1cc(=O)[nH]c(SCC(=O)NCCOc2ccccc2)n1,15%,x,1%,-10%,2%,1%,1%,1%,x,5%,x
CCN(CC)S(=O)(=O)c1ccc2oc(C(=O)NCc3ccc(F)cc3)c(C)c2c1,4%,i,1%,32%,u,24%,0%,-1%,i,-17%,i
CS(=O)(=O)c1ccc2nc(NC(=O)c3ccco3)sc2c1,3%,x,4µM*,-17%,x,x,0%,-3%,x,-26%,x
O=C(NCCC1=CCCCC1)c1ccc2c(=O)n3c(nc2c1)CCCCC3,u,x,0%,25%,u,x,0%,0%,x,3%,x
CCOC(=O)c1sc(NC(=O)C(CC)Sc2nccn2C)nc1C (configuration not stated),7%[11.4 µM],x,3%,-6%[11.4 µM],-28%,10%[7.66 µM],-2%,-2%,x,-6%[11.4 µM],x
COc1ccccc1-c1nc(N2CCN(C)CC2)c2ccccc2n1,-31%[inhibitor],i,2%[2.29 µM],-26%,-12%,-3%,-6%,-1%,u,-9%,i
Cc1ccccc1-c1cc(NCCN2CCOCC2)ncn1,u,i,0%[2.29 µM],-6%,-18%,7%,-1%,1%,i,9%,i
Cn1c(C(=O)N2CCC(C(N)=O)CC2)cc2c(=O)n(C)c3ccccc3c21,-7%,x,1%,3%,-18%,x,0%,-3%,x,8%,x
CCOCCCNS(=O)(=O)c1ccc(NC(=O)c2ccccc2)cc1,24%,i,1%,-7%,u,8%,1%,-1%,i,22%,i
CCOP(=O)(c1c(F)c(F)c(F)c(F)c1F)C(O)c1ccccc1 (configuration not stated),u,i,2%,-8%,u,-9%,1%,-3%,u,3%,i
O=C(O)/C=C\C(=O)N1Cc2cc3ccccc3nc2C1,-1%[11.4 µM],i,0%[11.4 µM],4%[11.4 µM],9%[11.5 µM],x,-1%[11.5 µM],-3%[11.5 µM],i,5%[11.4 µM],i
COc1ccc(N2CCN(C(=O)c3ccc4c(c3)OCO4)CC2)cc1,1%,x,0%,1%,7%,5%,1%,1%,x,7%,x
CCOc1ccc(OCc2cccc(C(=O)N3CCCC3)c2)cc1,12%,i,13µM*,1%,-9%,13%,0%,1%,i,9%,i
CC1CCCCN1C(=O)CSc1nnc(-c2c[nH]c3ccccc23)o1 (configuration not stated),20%,i,-6%,15%,-4%,26%,0%,-2%,i,14%,i
O=C(NCc1ccco1)C1CCN(S(=O)(=O)N2CCOCC2)CC1,5%,i,-1%,-11%,-1%,1%,0%,-1%,i,-2%,i
Cc1ccc(Cn2c(SCC(=O)Nc3cc(C)on3)nc3ccccc3c2=O)cc1,25%,i,-1%,31%,-19%,-3%,1%,-1%,u,24%,i

Next part:
mol,HEK293 cAMP ctrl,Rhodamine fluor,Luciferase inh,Tau filament bind,ERK AVP block,USP2a inh,Casp7 inh,Caspase-1 inhib,Fluorescein fluor,HADH2 inhib,Texas Red fluor
Cc1cn2c(-c3cccnc3)nnc2s1,4%,i,0%,-7%,-7%,-6%,-2%,-2%,i,0%,i
COCCn1c(=O)c(-c2ccccc2)nc2cnc(Oc3ccccc3)nc21,u,i,-1%[11.4 µM],-27%,-1%,-12%,-9%,-9%,i,7%,i
CCCCP(=O)(c1ccccn1)c1ccccn1,-5%,i,-32%,-6%,3%,-4%,-2%,0%,u,15%,i
CCOC(=O)C1CCCN(c2c(N3CCc4ccccc4C3)c(=O)c2=O)C1 (configuration not stated),9%,x,2%,5%,-14%,x,0%,-1%,x,-13%,x
COc1ccc(OC)c(C(=O)CSc2nnc(-c3cccnc3)n2C)c1,-14%,i,2%,u,-14%,16%,-2%,0%,i,1%,i
CNC(=O)c1ccc2nc(NC(C)=O)sc2c1,-12%,i,-1%,4%,0%,-8%,-1%,1%,u,-5%,i
CC(C)(CNS(=O)(=O)c1ccc(Cl)cc1)N1CCCCC1,15%,i,5%,-11%,10%,4%,1%,-1%,i,5%,i
COc1cc(NC(=O)C2CCCN2C(=O)OCc2ccccc2)cc(OC)c1 (configuration not stated),0%,i,4%,-6%,-9%,12%,-1%,3%,i,2%,i
O=C(NCCc1ccc(F)cc1)N1CCOCC1,0%,i,0%,4%,-7%,2%,1%,0%,i,9%,i
COc1ccc(OC)c(Nc2cc(C(=O)NCCCN3CCOCC3)c3ccccc3n2)c1,-19%,i,-1%,10µM*,-8%,30%,-5%,-3%,u,3%,i
CCOc1ccccc1NC(=O)Cn1nnc(C(=O)Nc2ccc(C)cc2)c1N,u,i,-5%,114%,-1%,8%,0%,3%,i,5%,i
Cc1cc(NC(=O)Cn2nc(-c3ccccc3F)ccc2=O)ccc1-n1cnnn1,-15%,i,1%,-8%,13%,33%[activator],-4%,2%,i,-2%,u
Cc1nc2cc(N3CCOCC3)c(NC(=O)C3CC3)cc2c(=O)n1Cc1ccccc1,10%,i,0%,0%,3%,0%,2%,-2%,i,-7%,i
COCCn1c(=O)c(-c2ccc(OC)cc2)nc2cnc(OC)nc21,14%,i,1%[11.4 µM],-20%,-5%,19%,-16%,-9%,i,-1%,i
Cc1ccc(-c2noc(CN(C(=O)CCN3C(=O)c4ccccc4C3=O)C(C)C)n2)cc1,22%,i,3%,-13%,-13%,13%,-2%,-1%,i,-1%,i

Among those listed so far, 2 contain a COOH group:
mol,HEK293 cAMP ctrl,Rhodamine fluor,Luciferase inh,Tau filament bind,ERK AVP block,USP2a inh,Casp7 inh,Caspase-1 inhib,Fluorescein fluor,HADH2 inhib,Texas Red fluor
NCCC[C@@](N)(C(=O)O)C(F)F,-5%,i,-1%,-4%,5%,0%,1%,0%,u,12%,i
O=C(O)/C=C\C(=O)N1Cc2cc3ccccc3nc2C1,-1%[11.4 µM],i,0%[11.4 µM],4%[11.4 µM],9%[11.5 µM],x,-1%[11.5 µM],-3%[11.5 µM],i,5%[11.4 µM],i
